CD40 NFkB inh: inhibitors of CD40-induced NF-kB signaling, primary screen, BL2 cells, luciferase reporter, single point; CD40L-induced, 4 h; 83,000 compounds, 0.94% hits; inhibition, % at 10 µM;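 active = mean inhibition of at least 50% with a set share of replicates also reaching that level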;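 also: 0% = neutral control wells and 100% = IKK inhibitor VII at 50 µM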
Active calls of the source: *; [ ] = remark or other dose.

For c1ccc2c(c1)OCC(c1csc3ncnc(N4CCOCC4)c13)O2 (stereo unspecified) the results were CD40 NFkB inh 7.
For CC(C)N(Cc1nc2ccccc2[nH]1)C(C)C the results were CD40 NFkB inh 3.
Screening O=C(Nc1ccc(-c2csc(-c3ccccc3)n2)cc1)c1ccccc1Cl returned CD40 NFkB inh -14.
`COc1ccc2nc(NC(=O)C3CCN(S(=O)(=O)c4cccs4)CC3)sc2c1` gave CD40 NFkB inh 18.
Nc1c(N2CCOCC2)cc(Cl)c2nonc12 was read as CD40 NFkB inh -7.
CN1CCN(C(=O)C[C@@H]2CC[C@@H]3[C@H](COC[C@@H](O)CN3CC3CCCCC3)O2)CC1 was read as CD40 NFkB inh -8[25 µM].
Screening CC12CCC(C(=O)Nc3ccccc3-n3cccc3)(CC1=O)C2(C)C (stereo unspecified) returned CD40 NFkB inh 7.
`CCC(C)Cn1c(C)nc2ccccc21` (stereo unspecified) gave CD40 NFkB inh 12.
Screening c1ccc(-c2noc(CN3CCN(C(c4ccccc4)c4ccccc4)CC3)n2)cc1 returned CD40 NFkB inh 3.
`C[C@@H]1CN([C@@H](C)CO)C(=O)c2cccc(NC(=O)Nc3ccc4c(c3)OCO4)c2O[C@@H]1CN(C)Cc1ccccc1` gave CD40 NFkB inh 2.
Screening COc1cc(-c2nnc(COc3ccc4ccccc4c3)o2)cc(OC)c1OC returned CD40 NFkB inh 11.
Screening Oc1c(C(c2ccccc2)N2CCOCC2)ccc2ccccc12 (stereo unspecified) returned CD40 NFkB inh -32.
`CCOc1ccc(S(=O)(=O)Nc2ccc(C(=O)NCCCN3CCCC3=O)cc2)cc1` gave CD40 NFkB inh 10.
OCCNc1nc2ccccc2[nH]1 was read as CD40 NFkB inh -4.
`O=C(c1cccc(Cl)c1)C1CCCN(C(=O)c2ccoc2)C1` (stereo unspecified) gave CD40 NFkB inh -6.
For CCOC(=O)c1oc2ccccc2c1NC(=O)Cc1cccs1 the results were CD40 NFkB inh -1.
For CCOC(=O)NCCc1ccc(OC)cc1 the results were CD40 NFkB inh -8.
For Cc1ccc(-c2nnc(-n3nc(C)cc3C)c3ccccc23)cc1 the results were CD40 NFkB inh 8.
Screening c1ccc2c(c1)nnn2-c1ncnc2sccc12 returned CD40 NFkB inh -75.
For CS(=O)(=O)N(CC(=O)N1CCCC1)Cc1ccccc1 the results were CD40 NFkB inh -1.
For CNC[C@H]1Oc2ccc(NS(C)(=O)=O)cc2CC(=O)N(C)C[C@H]1C the results were CD40 NFkB inh -1.
`O=C1CCC(C(=O)N2CCCC2)CN1CCc1cccc(F)c1` (stereo unspecified) gave CD40 NFkB inh -9.
For CCN(CC(=O)Nc1ccc(NC(C)=O)cc1)C(=O)c1ccc(N2CCCC2)c([N+](=O)[O-])c1 the results were CD40 NFkB inh 0.
Screening O=C(Nc1ccc(F)cc1F)N1CCN(C(=O)c2ccco2)CC1 returned CD40 NFkB inh 8.
For COCC#Cc1ccc([C@H]2[C@@H](CO)N3C(=O)CN(C(=O)C4CCCCC4)C[C@@H]23)cc1 the results were CD40 NFkB inh -9[25 µM].
`O=C(OCC(=O)N1CCCC1)c1ccc(S(=O)(=O)Nc2ccccc2)cc1` gave CD40 NFkB inh -3.
C[C@@H]1CN(C)C(=O)c2cc(NS(C)(=O)=O)ccc2O[C@@H]1CN(C)C was read as CD40 NFkB inh -4.
Screening O=C(NCC(c1ccco1)N1CCCCC1)c1cnc(Cl)c(Cl)c1 (stereo unspecified) returned CD40 NFkB inh -4.
`CC1(C)CC2(CCCN3C(=O)CSC32)CCS1` (stereo unspecified) gave CD40 NFkB inh 5.
C[C@H]1CN([C@@H](C)CO)C(=O)c2c(c3ccccc3n2C)-c2ccccc2CO[C@@H]1CN(C)C(=O)[C@H]1CCCN1C was read as CD40 NFkB inh -8[25 µM].
Screening C[C@@H]1CN([C@H](C)CO)C(=O)c2ccccc2-c2ccccc2CO[C@H]1CN(C)S(=O)(=O)c1ccc([N+](=O)[O-])cc1 returned CD40 NFkB inh 13[25 µM].
`Cc1cc(Cl)c2ccc(Cl)cc2n1` gave CD40 NFkB inh 12.
Cc1cc(C)n(-c2cccc3cccnc23)n1 was read as CD40 NFkB inh 21.
Screening CN(C)CCCNC(=O)C[C@@H]1CC[C@H]2[C@@H](COC[C@@H](O)CN2CC2CCCC2)O1 returned CD40 NFkB inh -3.
C[C@H]1CN([C@@H](C)CO)C(=O)CCCn2nncc2CO[C@@H]1CN(C)C(=O)Nc1cccc(F)c1 was read as CD40 NFkB inh -9[25 µM].
CN(C(=O)COC(=O)COc1ccc(Cl)cc1Cl)c1c(N)n(Cc2ccccc2)c(=O)[nH]c1=O was read as CD40 NFkB inh 6.
`COCC(=O)N1[C@H](CO)[C@H](c2ccc(-c3cccc(F)c3)cc2)[C@@H]1C#N` gave CD40 NFkB inh -9[25 µM].
For C/C=C/c1ccc([C@@H]2[C@@H](CO)N(C(C)=O)[C@@H]2CNC(=O)c2ccccc2)cc1 the results were CD40 NFkB inh -1[25 µM].
Screening O=S(=O)(Nc1ccccc1Cl)c1ccc(-c2ccccn2)s1 returned CD40 NFkB inh 5.
Screening OC(CN1CCCC1)Cn1ccc2ccccc21 (stereo unspecified) returned CD40 NFkB inh 2.
CC(C)CNC1CCS(=O)(=O)C1 (stereo unspecified) was read as CD40 NFkB inh -2.
CC(=O)N1CCOc2ccc(S(=O)(=O)Nc3ccc(Cl)cn3)cc21 was read as CD40 NFkB inh 2.
COc1ccccc1N(C)S(=O)(=O)c1ccc(Cl)c(C(=O)NCC2(N(C)C)CCCCC2)c1 was read as CD40 NFkB inh 6.
Cc1c(C)n2c3c(cccc13)CC2 was read as CD40 NFkB inh 5.
For COCC(C)N1CC(O)=C(c2nc(-c3ccc(Cl)cc3)cs2)C1=N (stereo unspecified) the results were CD40 NFkB inh -2.
Screening O=C(C1CCCC1)N1CCCC(Nc2ccc(F)cc2)C1 (stereo unspecified) returned CD40 NFkB inh 8.
c1coc(-c2nnc(-c3ccc4c(c3)OCO4)o2)c1 was read as CD40 NFkB inh -46.
For CCOC(=O)C1(CCOC)CCN(Cc2ccccc2-c2ccco2)CC1 the results were CD40 NFkB inh 4.
Screening OCCN1CCN(c2cc(-c3ccccc3)c3ccccc3n2)CC1 returned CD40 NFkB inh -51.
Screening N#Cc1cccc(C(=O)N(CCc2ccccc2)Cc2cccs2)c1 returned CD40 NFkB inh 16.
`Cc1noc(C)c1NC(=O)Nc1ccc2c(c1)C(=O)N([C@@H](C)CO)C[C@H](C)[C@@H](CN(C)Cc1ccc3c(c1)OCO3)OCCCC[C@@H](C)O2` gave CD40 NFkB inh 1[25 µM].
CC(C)n1nc(C(=O)Nc2ccc3c(c2)OCO3)c2ccccc2c1=O was read as CD40 NFkB inh -18.
O=S(=O)(Nc1cccnc1)c1ccc2c(c1)OCCO2 was read as CD40 NFkB inh 3.
`Cn1nnnc1SCCNC/C=C/c1ccccc1` gave CD40 NFkB inh 19.
For COc1ccc(C(=O)NCC(c2ccco2)N2CCc3ccccc32)cc1 (stereo unspecified) the results were CD40 NFkB inh -17.
`Cc1onc(-c2ccccc2)c1C(=O)N1CCN(c2ccccn2)CC1` gave CD40 NFkB inh 11.
`O=C(NC(Nc1ccccn1)C(Cl)(Cl)Cl)c1ccccc1` (stereo unspecified) gave CD40 NFkB inh -2.
Screening Cc1cc(C(=O)COC(=O)CC2Sc3ccccc3NC2=O)c(C)n1-c1ccccc1 (stereo unspecified) returned CD40 NFkB inh -54.
`COc1cccc(NC(=O)N(C)C[C@H]2Oc3cc(-c4ccccc4OC)ccc3S(=O)(=O)N([C@H](C)CO)C[C@@H]2C)c1` gave CD40 NFkB inh 4[25 µM].
For CC(C)CC(=O)Nc1cc(NC(=O)CC(C)C)cc(C(=O)NC(C)(C)C)c1 the results were CD40 NFkB inh -5.
For C[C@H]1CN([C@@H](C)CO)S(=O)(=O)c2ccc(C#Cc3ccccc3F)cc2O[C@@H]1CN(C)C(=O)Cc1cccnc1 the results were CD40 NFkB inh -15[25 µM].
For CC(C)NC(=O)c1cccc2c(-c3ccc(F)c(F)c3)coc12 the results were CD40 NFkB inh -6.
`CCN(CC(=O)Nc1cc(Cl)ccc1C)C(=O)Cc1sc(C)nc1-c1ccc(F)cc1` gave CD40 NFkB inh -4.
For CNC[C@H]1Oc2ccc(NS(=O)(=O)c3ccc(OC)cc3)cc2C(=O)N([C@@H](C)CO)C[C@@H]1C the results were CD40 NFkB inh 2[25 µM].
For C[C@@H]1CN([C@H](C)CO)C(=O)CCCn2nncc2CO[C@H]1CN(C)S(=O)(=O)c1cccs1 the results were CD40 NFkB inh -7[25 µM].
For C#CC1(NC(=O)N(C)C)CCCCC1 the results were CD40 NFkB inh 3.
Screening CCC(C)(C)n1nnnc1C(c1ccc(F)cc1)N1CCC(C(N)=O)CC1 (stereo unspecified) returned CD40 NFkB inh 8.
`Nc1ccc2oc(CCc3ccccc3)nc2c1` gave CD40 NFkB inh -61.
`COc1ccc(C(=O)COC(=O)[C@H](C)NS(=O)(=O)c2ccc(NC(C)=O)cc2)cc1OC` gave CD40 NFkB inh 3.
O=C(Nc1ccc(NC(=S)NC(=O)c2ccco2)cc1)c1ccc(Br)cc1 was read as CD40 NFkB inh -2.
CC(OC(=O)c1cccc(S(=O)(=O)N2CCCC2)c1)C(=O)NC1CCCCC1C (stereo unspecified) was read as CD40 NFkB inh 0.
For OC[C@@H]1[C@H](c2ccc(/C=C/c3ccccc3)cc2)[C@@H]2CN(Cc3ccncc3)CCCCN12 the results were CD40 NFkB inh -27[25 µM].
Screening Cc1cc(C(=O)N2CCc3ccccc32)c2ccccc2n1 returned CD40 NFkB inh -2.
`CC(=O)c1ccc(OCC(=O)Nc2ccccc2N2CCCC2)cc1` gave CD40 NFkB inh 7.
`CC(C)(C)NC(=O)NC(=O)COC(=O)CNS(=O)(=O)c1ccc(Br)cc1Cl` gave CD40 NFkB inh 9.
For CCCn1c(=O)[nH]c(=O)c2c1nc(-c1ccc3c(c1)OCCO3)n2CCN1CCOCC1 the results were CD40 NFkB inh -1.
`CC1CN(C(=O)COC(=O)c2cncc(Br)c2)CC(C)O1` (stereo unspecified) gave CD40 NFkB inh 7.
CN(C)S(=O)(=O)Nc1ccccc1F was read as CD40 NFkB inh 1.
For O=C(Nc1ccccc1)c1cccc(-c2nnc(-c3ccccc3)o2)c1 the results were CD40 NFkB inh -1.
Cn1c(=O)n(C)c2cc(NS(=O)(=O)c3ccc(F)cc3)ccc21 was read as CD40 NFkB inh 12.
Screening O=C(C[C@@H]1CC[C@@H]2[C@H](COC[C@H](O)CN2S(=O)(=O)c2cccc(F)c2)O1)NCc1ccncn1 returned CD40 NFkB inh 5[25 µM].
For Cc1nc2ccc(NS(=O)(=O)c3ccc(F)cc3)cc2s1 the results were CD40 NFkB inh 0.
Screening Cc1ccc(S(=O)(=O)N[C@@H]2CC[C@H](CC(=O)NCc3ccncn3)O[C@@H]2CO)cc1 returned CD40 NFkB inh 0[25 µM].
For C[C@@H]1CN([C@@H](C)CO)C(=O)c2cc(NS(=O)(=O)c3cn(C)cn3)ccc2O[C@@H](C)CCCCO[C@H]1CN(C)Cc1ccc2c(c1)OCO2 the results were CD40 NFkB inh -9[25 µM].
O=C1N(Cc2cccnc2)C[C@@H]2C[C@@H](c3ccccc3C#Cc3ccccc3)N3CCC[C@@]123 was read as CD40 NFkB inh 3.
CN(C)CCCNC(=O)C[C@@H]1CC[C@H]2[C@@H](COC[C@@H](O)CN2Cc2cccc(C(F)(F)F)c2)O1 was read as CD40 NFkB inh -1[25 µM].
`O=C(CCN1CCN(c2ccccc2)CC1)NNC(=O)Cc1ccc(Br)cc1` gave CD40 NFkB inh 19.
For Nc1ccccc1SCc1cn2cccnc2n1 the results were CD40 NFkB inh -43.
Screening O=C(O)c1csc(-c2cccs2)n1 returned CD40 NFkB inh -8.
Screening O=C(Nc1ccccc1N1CCCCC1)c1cccs1 returned CD40 NFkB inh 17.
For COc1ccc(CCNC(=O)COC(=O)c2ccc([N+](=O)[O-])o2)cc1 the results were CD40 NFkB inh 4.
`CCS(=O)(=O)N1Cc2ccccc2CC1C(=O)Nc1nc2ccccc2[nH]1` (stereo unspecified) gave CD40 NFkB inh -83.
Screening CCOC(=O)CNc1ccc(OC(F)(F)F)cc1 returned CD40 NFkB inh 9.
`Cc1ccc2[nH]c(=O)c(CN(CCCN3CCOCC3)C(=O)Nc3ccc(Cl)cc3)cc2c1` gave CD40 NFkB inh -13.
O=C(COC(=O)Cc1cn2ccsc2n1)NCc1ccc2c(c1)OCO2 was read as CD40 NFkB inh 12.
CCCCn1c(CCl)nc2cc(S(=O)(=O)N3CCOCC3)ccc21 was read as CD40 NFkB inh -2.
`CSc1ccccc1NC(=O)CN1CC(C)OC(C)C1` (stereo unspecified) gave CD40 NFkB inh 6.
For CCOC(=O)c1cnc2[nH]c3ccccc3n2c1=O the results were CD40 NFkB inh -41.

Structures listed so far with a furan ring, fused or not, in the order listed:
`O=C(c1cccc(Cl)c1)C1CCCN(C(=O)c2ccoc2)C1` (stereo unspecified) gave CD40 NFkB inh -6.
For CCOC(=O)c1oc2ccccc2c1NC(=O)Cc1cccs1 the results were CD40 NFkB inh -1.
Screening O=C(Nc1ccc(F)cc1F)N1CCN(C(=O)c2ccco2)CC1 returned CD40 NFkB inh 8.
Screening O=C(NCC(c1ccco1)N1CCCCC1)c1cnc(Cl)c(Cl)c1 (stereo unspecified) returned CD40 NFkB inh -4.
c1coc(-c2nnc(-c3ccc4c(c3)OCO4)o2)c1 was read as CD40 NFkB inh -46.
For CCOC(=O)C1(CCOC)CCN(Cc2ccccc2-c2ccco2)CC1 the results were CD40 NFkB inh 4.
For COc1ccc(C(=O)NCC(c2ccco2)N2CCc3ccccc32)cc1 (stereo unspecified) the results were CD40 NFkB inh -17.
For CC(C)NC(=O)c1cccc2c(-c3ccc(F)c(F)c3)coc12 the results were CD40 NFkB inh -6.
O=C(Nc1ccc(NC(=S)NC(=O)c2ccco2)cc1)c1ccc(Br)cc1 was read as CD40 NFkB inh -2.
For COc1ccc(CCNC(=O)COC(=O)c2ccc([N+](=O)[O-])o2)cc1 the results were CD40 NFkB inh 4.

Not all compounds are listed; rates above refer to the full screens.
